D1 antagonist – antagonists of human D1 dopamine receptor; P21728; HEK293 TREx D1 cells, calcium flux, dopamine EC80; hits give low values; activity change, negative = inhibition, % at 10 µM; 360,000 compounds, 3.2% hits; AID 504652; in the data active means activity change below about -30%; further: on the % scale 0 is the no-effect control and ±100 the full control effect
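After overnight tetracycline induction at 30 C, force-coupled D1 HEK293 cells took up a no-wash calcium dye at room temperature. Compounds were added and monitored 180 s, and the response to EC80 dopamine was then recorded.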
D1 potentiator – human D1 dopamine receptor positive modulation; 360,000 compounds, 0.036% hits; P21728; HEK293 TREx D1 cells, calcium flux, dopamine EC20 potentiation; potentiation, % at 10 µM; in the data active means potentiation above about 30%; further: 0% is about no effect
RXFP1 antagonist – RXFP1 (human) relaxin receptor antagonism. 350,000 compounds, 0.59% hits. Q9HBX9. AID 1259400. activity change, negative = inhibition, % at 57.5 µM. HEK293-RXFP1, relaxin-stimulated cAMP HTRF, 30 min; hits give low values;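 active means activity change of -60% or lower, but not beyond a set lower limit; inconclusive means change between -60% and -40%, or beyond the set limit; inactive means change above -40%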; further: on the % scale 0 is the no-effect control and ±100 the full control effect
Target sequence (Q9HBX9 whole entry, looked up): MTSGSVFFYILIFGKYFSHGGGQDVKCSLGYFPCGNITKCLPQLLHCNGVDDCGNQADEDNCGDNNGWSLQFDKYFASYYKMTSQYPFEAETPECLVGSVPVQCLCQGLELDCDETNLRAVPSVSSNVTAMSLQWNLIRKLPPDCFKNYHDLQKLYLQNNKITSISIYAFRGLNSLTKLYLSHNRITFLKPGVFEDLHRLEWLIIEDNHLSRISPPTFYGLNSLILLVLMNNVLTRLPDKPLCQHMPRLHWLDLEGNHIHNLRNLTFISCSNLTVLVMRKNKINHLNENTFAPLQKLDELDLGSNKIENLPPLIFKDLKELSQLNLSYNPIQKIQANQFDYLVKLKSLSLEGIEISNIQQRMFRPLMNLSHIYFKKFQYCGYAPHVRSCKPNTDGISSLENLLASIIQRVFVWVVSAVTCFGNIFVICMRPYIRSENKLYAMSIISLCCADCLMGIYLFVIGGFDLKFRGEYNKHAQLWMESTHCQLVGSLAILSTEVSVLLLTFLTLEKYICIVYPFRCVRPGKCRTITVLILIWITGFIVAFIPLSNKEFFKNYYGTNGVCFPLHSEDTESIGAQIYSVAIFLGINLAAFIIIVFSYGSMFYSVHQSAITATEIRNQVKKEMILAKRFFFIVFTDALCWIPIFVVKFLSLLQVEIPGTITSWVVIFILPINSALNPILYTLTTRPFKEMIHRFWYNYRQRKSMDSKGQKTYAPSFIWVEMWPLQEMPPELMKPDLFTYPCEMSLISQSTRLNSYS
Apoferritin bind – candidate novel general anesthetic via apoferritin binding | Potency, µM (doses to about 77.5 µM), inactives show at the highest dose activity change, negative = displacement, actives largely listed as inhibitors | 350,000 compounds, 0.074% hits | apoferritin/1-aminoanthracene competitive binding, fluorescence | P02791 | AID 485281; further: potency means the concentration at half of the fitted maximal effect; on the % scale 0 is the no-effect control and ±100 the full control effect; nearly all actives have a fitted effect of over 20% in size
Target sequence (P02791 2-175 limits assumed): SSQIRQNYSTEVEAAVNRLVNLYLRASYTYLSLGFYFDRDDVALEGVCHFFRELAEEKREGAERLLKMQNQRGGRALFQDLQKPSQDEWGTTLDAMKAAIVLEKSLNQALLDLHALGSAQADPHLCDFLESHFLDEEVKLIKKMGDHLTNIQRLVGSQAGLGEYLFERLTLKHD
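Horse-spleen apoferritin (10 uM) was mixed with 50% saturated 1-aminoanthracene in PBS, exposed to compounds for 10 min at room temperature, and read for fluorescence (ex 380 nm, em 535 nm). Competitive displacement was fitted with a four-parameter Hill equation.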
D2 potentiator – positive allosteric modulators of human D2 dopamine receptor | 340,000 compounds, 0.34% hits | HEK293 T-REx D2, calcium flux, EC20 dopamine potentiation | potentiation, % at 10 µM | P14416;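 active means potentiation over 3 SD above the plate norm, cut at about 30% in these data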; further: 0% is about no effect
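Primary screen. Calcium kinetics in induced HEK293 T-REx D2 cells: compound pre-addition 180 s, EC20 dopamine, 180 s more.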
TRHR PAM – allosterically enhances the human TRH receptor. TRHR cells, fluo-8 calcium fluorescence, EC20 TRH enhancement. P34981. enhancement, % at 2 µM. AID 493056. 360,000 compounds, 0.66% hits; in the data active means enhancement above about 30%; further: 0% is about no effect
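TRHR-expressing cells loaded with fluo-8 calcium dye were read kinetically (ex 480/em 530) during compound addition, then stimulated with an EC20 of TRH (10 nM final). Enhancement of the Gq-mediated intracellular calcium response was scored.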
D1 agonist – agonists of human D1 dopamine receptor. 360,000 compounds, 1% hits. activation, % at 2 µM. AID 504660. HEK293 T-REx D1 cells, calcium flux, agonist mode. P21728; in the data active means activation above about 30%; further: 0% is about no effect
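Tetracycline-induced HEK293 TREx D1 cells, force-coupled to calcium signalling, were dye-loaded with a no-wash calcium kit. Compound was pin-added after a 10 s baseline. Fluorescence was read kinetically at 1 cycle/s for 180 s, with calcium rises flagged as agonism.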
RXFP1 agonist – agonists of human relaxin receptor RXFP1. Q9HBX9. HEK293T-RXFP1 cAMP TR-FRET, 30 min; response scale: percent of porcine relaxin response, buffer zero. Potency, µM (titrated, usually from 57.5 µM), without a hit: at the highest dose activation, most hits filed as activators. 370,000 compounds, 0.3% hits. AID 2676; further: potency means the concentration at half of the fitted maximal effect; on the % scale 0 is the no-effect control and ±100 the full control effect; nearly all actives have a fitted effect of over 60% in size; many of its hits are not listed in these tables
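HEK293 cells stably expressing RXFP1, treated 30 min at 37C with compounds plus PDE4 inhibitor Ro 20174; cAMP measured by HTRF TR-FRET. Normalized to buffer and 29 nM porcine relaxin; EC50 by Hill fit.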
TRHR ag – activates the human TRH receptor. TRHR cells, calcium flux fluo-8, FDSS agonist mode. activation, % at 2 µM. 360,000 compounds, 0.18% hits. AID 493084; in the data active means activation above about 30%; further: 0% is about no effect
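Steps: seed TRHR cells overnight; add fluo-8 no-wash Ca dye, RT 30 min–1.5 h; record 10 s baseline; pin-transfer compounds; monitor fluorescence 1 cycle/s for the agonist window. Calcium increases flag candidate agonists.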
Active calls of the source: *; ? = inconclusive; . = not tested or not shown; & = joins results of further samples; [ ] = remark or other dose. Unless noted, the call rests on the fitted dose curve; in most records, active means well fitted curve in the direction sought with a large enough effect; inconclusive means small, poorly fitted or top-dose-only effect, or another doubt; inactive means no such curve, though single readings can be large; an effect the other way counts as inactive or inconclusive. Only part of the results is shown, so the mix of outcomes need not match the whole.

Molecule	D1 antagonist	D1 potentiator	RXFP1 antagonist	Apoferritin bind	D2 potentiator	TRHR PAM	D1 agonist	RXFP1 agonist	TRHR ag
Cc1ccccc1Cn1ccc(NC(=O)c2cnn3c2NC(c2ccccc2)CC3C(F)(F)F)n1 (configuration not stated)	-6	-7	-5	-17%	4	0	3	0.9%	-0.3
COC(=O)Cc1ccc(NC(=O)c2ccc3c(c2)C(=O)N(Cc2cccnc2)C3=O)cc1	-4	-1	4	-9%	1	2	9	2.5%	-0.9
CCN(CC)c1ccc(NC(=O)c2cccc(F)c2)c(C)c1	2	5	-1	-24%	2	1	-1	0.4%	-0.6
CN(CC(=O)Nc1ccc(Cl)cc1)C(=O)c1ccc(N2CCCC2=O)cc1	-39*	-7	-5	.	.	3	2	0.9%	1.5
CC1=C(C(=O)Nc2cccc(C(=O)NCc3ccccc3C)c2)SCCO1	-1	4	7	-15%	8	2	4	1.6%	0.1
CCN(CC)c1ccc2cc(-c3nnc(-c4ccccc4)o3)c(=O)oc2c1	-5	6	-7	115%[activator]	-7	16	244*	-0.4%	224*
Cc1nc2nc(-c3cccnc3)nn2c(C)c1Cl	-12	-6	-10	-3%	16	0	1	7.7%	-0.5
CCN(Cc1ccccc1)S(=O)(=O)c1ccc(OC)cc1	-34*	4	0	-9%	1	1	6	-0.5%	-0.6
CC(C)C(=O)OCC(=O)Nc1ccc(N=Nc2ccccc2)cc1	16	-3	.	-14%	6	-5	1	-0.3%	-0.3
COc1ccc(NC(=O)CN(C)C(=O)Cc2ccc3c(c2)OCCO3)cc1	-3	7	-5	.	0	13	3	0.2%	0.0
Cc1ccc(N2C(=O)c3ccccc3NC2(C(=O)O)c2ccccc2)cc1Cl (configuration not stated)	-20	-8	-11	3%	-17	2	4	1.4%	-0.3
CCCCOc1ccccc1NC(=O)CSc1nnnn1C(C)(C)C	10	0	4	-4%	-5	-4	3	0.9%	-0.4
CN(C)c1nc(NCc2ccccc2)nc(SCC(N)=O)n1	20	-8	12	-17%	4	-8	2	2.0%	-0.3
O=C(O)CCCC(=O)Nc1ccc(C(=O)NCc2cccnc2)cc1	-18	-3	-1	1%	-7	1	5	2.8%	-0.1
CN1C(=O)/C(=C/c2coc3ccc(O)cc3c2=O)SC1=S	13	-4	3	-5%	-9	1	17	2.7%	3.3
COc1cc(C)c(C(C)C)cc1S(=O)(=O)N1CCN(C)CC1	-46*	-9	8	-15%	-5	-6	1	1.5%	0.2
c1cc(CSc2nnc(-c3ccc4c(c3)OCO4)o2)ccn1	14	-4	-7	-19%	-1	-3	3	-0.2%	-0.3
N#CN=C1CCCCCN1CC(N)=O	-14	-2	23	-11%	4	7	-1	0.0%	-0.1
O=C(CSc1nccn1-c1ncc(C(F)(F)F)cc1Cl)c1ccc(Br)cc1	8	-6	-13	?	3	-8	4	1.3%	-0.9
Cc1ccc(-n2ncc3c(N(CCO)Cc4ccccc4)ncnc32)cc1	-26	-2	-17	44%[activator]	15	-7	6	3.6%	1.4
CCCC(=O)Nc1ccc(-c2nc3cc(C)c(C)cc3o2)cc1	18	-5	0	-5%	1	-5	1	2.2%	-0.1
Cn1nnnc1Sc1ncnc2scc(-c3ccc(F)cc3)c12	7&6	-3&-8	-8	-9%	.	-1&-6	0&0	2.6%	-1.6&-0.7
CC(=O)c1ccc(OCC(=O)OC(C)C(=O)NC2CCCCC2)cc1 (configuration not stated)	-13	-8	-16	.	12	-1	1	2.0%	0.1
CCCSc1cc(N)cc([N+](=O)[O-])c1	15	1	-28	?	2	-7	1	0.8%	0.1
COc1cc(C(=S)N2CCOCC2)cc(OC)c1OS(=O)(=O)c1ccc(Cl)cc1	-4	8	3	-9%	-6	-5	1	-2.6%	-0.1

Additional results.
Molecule	D1 antagonist	D1 potentiator	RXFP1 antagonist	Apoferritin bind	D2 potentiator	TRHR PAM	D1 agonist	RXFP1 agonist	TRHR ag
Cc1cc(C(=O)NNc2cc(Cl)ccc2Cl)no1	5	4	-11	-4%	-5	4	4	3.0%	-1.0
COc1c(Br)cc(Br)cc1/C=N/NC(=O)c1cccnc1	4	-8	-6	-18%	-17	-5	2	1.9%	1.3
CN(C)c1ccc(/C=N/NS(=O)(=O)c2ccc(Br)cc2)cc1	4	-4	10	-15%	9	-2	3	2.1%	-0.6
CCOc1ccc(NC(=O)CCC(=O)c2ccc(Br)cc2)cc1	1	0	-12	2%	5	1	1	-0.5%	0.5
COc1cc(C(=O)NC2CCCc3ccccc32)cc(OC)c1OC (configuration not stated)	5	7	-5	-14%	-2	-8	-1	-5.0%	-1.1
CCc1cccc(C)c1NC(=O)Cn1c(=O)n(-c2cccc(C)c2)c(=O)c2c1c1cc(C)ccc1n2C	2	0	.	4%	-2	3	0	0.5%	0.6
COC(=O)c1cnn(-c2ccc(F)cc2F)c1/C=N/NC(N)=S	-2	1	-3	-7%	.	-8	1	0.4%	0.0
COc1ccc2c(c1)-c1ccccc1S(=O)(=O)N2C(C)=O	52	-3	-32	-11%	-2	6	2	-0.8%	-0.1
COc1cc(C(=O)C(=O)c2cc(OC)c(O)c(OC)c2)cc(OC)c1O	-4	-5	0	-15%	6	8	4	-1.1%	1.0
O=C(Nc1cccc2c1CCCC2)C1CCN(c2nnnn2-c2ccccc2)CC1	-7	-2	10	-10%	-2	17	1	1.3%	-0.6
Cc1c(N=Nc2ccc(N(C)C)cc2)c(=O)n(-c2ccccc2)n1C	0	3	-15	-14%	-4	1	0	-5.2%	5.2
Cc1cccc(C)c1NC(=O)CN1C(=O)c2ccccc2Sc2ncccc21	3	-3	.	-10%	0	1	2	2.3%	0.5
c1ccc(-c2nnc(CN3CCN(C(c4ccccc4)c4ccccc4)CC3)o2)cc1	3	2	-20	-10%	-23	7	6	0.2%	-0.9
CSc1ncc(C(=O)NCc2ccccc2F)c(-c2ccccc2)n1	0	4	-6	5%	13	4	0	12%	-1.3
Cc1cc(NC(=O)C(C)SCC(=O)N(Cc2ccccc2)c2ccccc2)no1 (configuration not stated)	4	-8	6	.	10	-6	0	-0.3%	0.7
COc1ccccc1Nc1cc(C)nc2nc(-c3ccccc3)nn12	8	0	-30	-11%	-6	-7	7	0.3%	-1.1
Cc1cc(C)n(-c2nc(Nc3ccccc3C(F)(F)F)nc(-n3nc(C)cc3C)n2)n1	5	20	?	-14%	-8	-3	22	1.8%	3.4
Cc1ccc(CS(=O)(=O)Cc2ccc(C(=O)NCCCN3CC(C)CC(C)C3)o2)cc1 (configuration not stated)	-17	-7	22	-10%	-5	-2	0	-2.0%	0.3
COC(=O)CSc1nnc2cc(C)c3ccccc3n12	5	-6	-18	7%	9	2	0	2.7%	-1.0
Cc1[nH]c2ccccc2c1C(=O)COC(=O)Cn1c(C(F)(F)F)nc2ccccc21	12	-6	9	-13%	1	4	16	1.6%	1.8
Cn1c(=O)c2c(nc(Cc3ccc(N)cc3)n2C)n(C)c1=O	10	-6	-2	16%	-20	-6	2	16µM*	1.4
CC(C)(C)OC(=O)N1CCC[C@H]1c1nnc(SCc2c(Cl)cccc2Cl)o1	-10	-8	-23	-16%	8	-6	4	-1.2%	-0.6
CC(C)(C)c1ccc(OCCCC(=O)Nc2cccc(S(=O)(=O)N3CCOCC3)c2)cc1	-16	-6	-16	.	-2	0	10	0.1%	2.2
O=C(CSc1ccc2nnc(-c3ccccn3)n2n1)Nc1ccccc1	2	3	2	-7%	-8	-4	5	23%	0.0
CCCN1CN(Cc2ccco2)c2nc3ccccc3n2C1	-2	-3	4	-9%	9	6	5	-0.5%	-0.4

Part of the list above, as labelled records.
compound: CSc1ncc(C(=O)NCc2ccccc2F)c(-c2ccccc2)n1
  D1 antagonist: 0	D1 potentiator: 4	RXFP1 antagonist: -6	Apoferritin bind: 5%	D2 potentiator: 13	TRHR PAM: 4	D1 agonist: 0	RXFP1 agonist: 12%	TRHR ag: -1.3

compound: Cc1cc(C)n(-c2nc(Nc3ccccc3C(F)(F)F)nc(-n3nc(C)cc3C)n2)n1
  D1 antagonist: 5	D1 potentiator: 20	RXFP1 antagonist: ?	Apoferritin bind: -14%	D2 potentiator: -8	TRHR PAM: -3	D1 agonist: 22	RXFP1 agonist: 1.8%	TRHR ag: 3.4

(more compounds)
Molecule	D1 antagonist	D1 potentiator	RXFP1 antagonist	Apoferritin bind	D2 potentiator	TRHR PAM	D1 agonist	RXFP1 agonist	TRHR ag
Cc1ccccc1OCC(=O)OCC(=O)NCc1ccccc1	-12	-3	4	.	11	6	6	-0.1%	-1.8
C=CCOC(=O)C1=C(C)Nc2nnnn2C1c1cc(OC)ccc1OC (configuration not stated)	21	-2	-19	-10%	4	-2	7	1.2%	-0.1
O=C(NCc1cccnc1)c1ccc(Br)o1	-32*	-6	-2	.	-10	1	0	-0.6%	0.2
CC(C)c1ccc(C2CC(=O)N3CN(C4CCCCC4)CSC3=C2C#N)cc1 (configuration not stated)	-5	9	-5	?	6	13	-2	0.7%	0.9
CCC(C)(C)NC(=O)/C=C/c1cnc2ccccc2n1	-3	5	-11	7%	-3	6	1	1.4%	-0.1
COc1cc2c(cc1OC)C(COc1ccc3c(C)cc(=O)oc3c1)N(C(=O)c1cccc(C)c1)CC2 (configuration not stated)	-4	0	6	-5%	-11	-2	0	-4.4%	-0.1
CCCc1cc(C(=O)Cc2nc3ccccc3s2)c(O)cc1O	3	-6	0	60%[activator]	-8	7	2	2.0%	0.5
O=C(c1ccco1)N1CCN(C(=O)c2cccc3c2C(=O)N(Cc2cccnc2)C3)CC1	-18	.	-2	-1%	6	8	5	0.1%	-0.9
Cc1ccc(S(=O)(=O)N2CCN(C(=O)N3CCOCC3)C2C)cc1 (configuration not stated)	-4	-8	-12	15%	-13	-4	2	-1.5%	0.3
CCOC(=O)N1CCN(CC(O)COCC2=CCC3CC2C3(C)C)CC1 (configuration not stated)	-9	4	-10	-17%	8	10	8	-2.6%	0.1
O=C(Nc1ccc(F)cc1)c1cccnc1NCCc1ccccc1	-33*	-4	-6	-9%	-13	-2	1	1.3%	0.8
Cc1ccc2[nH]c3c(=O)n(Cc4ccco4)cnc3c2c1	4	-4	-5	2%	1	6	1	11%	-0.8
COc1ccc(F)cc1C(=O)C1CCCN(C(=O)c2ccc(C(C)=O)s2)C1 (configuration not stated)	-12	-2	6	6%	-4	-4	13	3.9%	-0.2
CCCC(=O)C1C(=O)CC(CC(C)SCC)CC1=O (configuration not stated)	-13	-1	-1	-16%	.	8	1	0.0%	0.2

Source: PubChem
